mcGAS lum = mouse cGAS inhibition by luminescence | Q8C6L5 | recombinant cGAS, Kinase-Glo ATP depletion luminescence | inhibition, % at 12.5 µM | 160,000 compounds, 0.15% hits | AID 1259399;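 also: 0% = negative control wells and 100% = reference inhibitor with no enzyme activity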
hcGAS inh = inhibitors of human cGAS; inhibition, % at 12.5 µM; 290,000 compounds, 0.081% hits; recombinant h-cGAS, ATP depletion, Kinase-Glo luminescence; Q8N884; AID 1259398;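 also: 0% = vehicle reaction and 100% = reaction without DNA for no activity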
Target sequence (Q8N884 whole entry, looked up): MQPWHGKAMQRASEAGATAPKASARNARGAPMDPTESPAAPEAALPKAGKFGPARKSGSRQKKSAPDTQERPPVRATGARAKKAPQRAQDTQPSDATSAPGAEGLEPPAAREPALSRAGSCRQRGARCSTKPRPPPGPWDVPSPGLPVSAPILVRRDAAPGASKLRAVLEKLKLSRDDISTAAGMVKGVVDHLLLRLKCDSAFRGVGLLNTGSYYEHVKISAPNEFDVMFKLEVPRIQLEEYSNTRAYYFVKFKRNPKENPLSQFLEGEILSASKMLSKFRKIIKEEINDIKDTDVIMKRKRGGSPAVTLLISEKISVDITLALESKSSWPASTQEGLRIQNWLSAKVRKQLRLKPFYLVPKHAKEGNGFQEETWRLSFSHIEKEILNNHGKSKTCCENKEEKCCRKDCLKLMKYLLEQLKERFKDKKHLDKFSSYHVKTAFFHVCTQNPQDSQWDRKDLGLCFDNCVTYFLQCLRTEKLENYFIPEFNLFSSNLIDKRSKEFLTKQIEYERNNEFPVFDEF
NPYLR7 agonist = mosquito NPYLR7 agonism; HEK293T NPYLR7/Galpha15, GCaMP6s calcium fluorescence; activation, % at 10 µM; 270,000 compounds, 0.15% hits; AID 1259423; in the data active = activation above about 40%;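 also: 0% = vehicle and 100% = reference agonist at the receptor; some compounds past the cut are filed as inactive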
Starred values were filed as active, the others as inactive; · = no result given; & = joins results of further samples. Rule as the data show it, unless noted: active = inhibition above about 40%; inactive = the rest.

The line under a structure holds: mcGAS lum, hcGAS inh, NPYLR7 agonist
1: COc1cn(CC(=O)NC2CCCC2)c(CSc2nc(C)cs2)cc1=O
  -10, -8, -6
2: CN(C)CC1(O)CCCN(c2noc(-c3ccccc3)n2)CC1 (centres undefined)
  ·, -4, 15
3: C=CCN(Cc1ccccc1C)C(=O)C(C)N1CCN(C)CC1 (centres undefined)
  ·, -6, -1
4: CCn1ccnc1CN1CCCC(CCC(=O)Nc2ccccc2F)C1 (centres undefined)
  ·, 3, -6
5: CNC(=O)Cn1c(CO)cnc1SCc1cccc(F)c1
  -7, -4, 8
6: COc1cn(CC(=O)NCc2ccc3c(c2)OCO3)c(CSc2nc(C)cc(C)n2)cc1=O
  -8, -7, -6
7: O=S1(=O)c2cnccc2OC(CN2CCOCC2)CN1Cc1cccc(F)c1 (centres undefined)
  -9, 0, -1
8: C#CCOCC(O)CN(Cc1ccc(F)cc1)Cc1c(-c2ccccc2)noc1N1CCCC1 (centres undefined)
  -6, -5, 3
9: Cc1cc(C(=O)N(C2CCCC2)C2CC2)sc1C=O
  ·, -10, 0
10: C=CCNC(=O)c1ccccc1N1CCC(NC(=O)c2ccc(Br)cc2)CC1
  -6, -4, -1
11: O=c1cc(CO)oc(C(c2ccc(F)cc2)c2oc(CO)cc(=O)c2O)c1O
  ·, -1, 10
12: CCC(c1nc2ccccc2c(=O)n1C)N(Cc1ccco1)C(=O)Nc1ccccc1F (centres undefined)
  -5, -10, ·
13: S=C(NCCN1CCOCC1)N1CCC(Cc2ccccc2)CC1
  ·, -4, 1
14: CCNC(=O)Cn1c(CO)cnc1SCc1ccccc1
  -8, -4, 18
15: CCOc1ccc(-c2cnc(-c3ccnc(CC)n3)[nH]2)cc1
  -12, -5, -5
16: Cc1ccc(-c2ccc(C#N)s2)cc1NCc1nc(C2CC2)no1
  -14, -7, 9
17: Cc1ccccc1C(=O)N[C@@H]1CCCCC1NC(=O)C1CCCN(C(=O)COc2ccc(Cl)cc2)C1 (some centres undefined)
  -5, -3, -2
18: Cc1ccc(NC(=O)CN2CCCN(c3ccc(C(F)(F)F)cn3)CC2)cc1
  ·, -7, 11
19: Cc1cccc(NC(=O)Cn2nc(C(C)C)c3cnn(-c4ccccc4C)c3c2=O)c1
  ·, -4, 8
20: COc1ncccc1C(=O)N(Cc1cnn(C)c1)C1CC1
  -9, -6, ·
21: COCCN(CC(=O)N1CCc2sccc2C1c1ccccc1C)C(=O)c1ccc(Br)cc1 (centres undefined)
  -5, -10, ·
22: O=S(=O)(c1ccc(OCCn2cnnn2)cc1)N1CCOCC1
  ·, -10, 1
23: Cc1nc(NC(=O)c2ccc(-n3cnnc3)cc2)ccc1Br
  ·, -4, -2
24: CC(Oc1ccccc1)C(=O)N1CCN(c2c3c(nc4ncnn24)CCCC3)CC1 (centres undefined)
  -5, -1, ·
25: COc1cc(OC)c(NC(=O)Cn2ncn3nc(-c4ccccc4)cc3c2=O)cc1Cl
  -7, -5, -7
26: COCCNC(=O)Cc1csc(Nc2ccc(OC(F)(F)F)cc2)n1
  ·, -2, -2
27: CNC(=O)c1ccc(Sc2ccc(NC(C)=O)cc2)nc1
  ·, -2, 3
28: CC(C)n1cnc2c(nnn2C)c1=O
  ·, 4, 1
29: Cc1nn(C)c(C)c1C(C)C(=O)NC(C#N)c1cccc(Cl)c1 (centres undefined)
  ·, -11, 3
30: COc1ccc(CCNC(=O)N2CCC3(CC2)CN(C)CCN3C)cc1
  -18, -5, 9
31: CCn1ncnc1CN1CCN(C)C2(CCN(C(=O)c3ccco3)CC2)C1
  -16, -5, 3
32: c1ccc(Oc2ccc(-c3nc(N4CCN(C5CCCCC5)CC4)c4ccccc4n3)cc2)cc1
  -1, 3, 1
33: Cc1cccc(NC(=O)CCC2CCN(C(=O)CSc3ccccn3)CC2)c1
  ·, 2, -5
34: COc1cccc2c1OCC(CN1CCCC1c1c(C)noc1C)=C2 (centres undefined)
  -19, -5, 5
35: CCCCCCNC(=O)CC(c1ccccc1)c1cn(Cc2ccccc2)c2ccc([N+](=O)[O-])cc12 (centres undefined)
  -9, -11, ·
36: CC(C)C(=O)NCCS(=O)(=O)c1ccc(C(C)(C)C)cc1
  -14, -11, -3
37: COC(=O)c1c(C)[nH]c(C2=NN(C)C(=NCc3ccccc3)SC2C)c1C (centres undefined)
  ·, -7, 3
38: CC(C)c1ccc(C(=O)N2CCC3(CCCN(C)C3=O)C2)c(=O)n1C (centres undefined)
  ·, -5, -5
39: CC1CN2C(=O)CN(C(=O)Nc3ccc4c(c3)OCO4)CC2c2ccccc21 (centres undefined)
  -3, -6, 5
40: O=C(Cc1cccs1)NC1CC(=O)N(CCc2ccccc2)C1 (centres undefined)
  ·, -2, 3
41: CCOC(=O)c1[nH]c(C)c(C(=O)C(C)N(CCOC)C(=O)COCc2ccccc2)c1C (centres undefined)
  -5, -6, -3
42: O=C(NCCn1ncc2c(=O)n(Cc3ccccc3F)cnc21)c1cc2ccccc2o1
  -9, -7, -5
43: CN(CC(=O)Nc1ccc(F)c(F)c1)CC1CCCCC1
  ·, -12, 1
44: COc1ccc2c(C)nc(N3CCC(NC(C)CCCC(C)(C)O)CC3)nc2c1 (centres undefined)
  -8, -6, 0
45: Cc1nc(CCNc2ccc(-c3nccn3C)nn2)nc2c1CCCC2
  -12, -3, 9
46: Cc1ccc(-n2nnc3c(N4CCN(C(=O)c5cc(=O)c6ccccc6o5)CC4)ncnc32)cc1
  -9, -7, -4
47: COCCN(CC(=O)N1CCc2sccc2C1c1ccccc1)C(=O)c1ccc(OC)cc1 (centres undefined)
  -3, -3, 7
48: Cc1[nH]c2ccccc2c1C(=O)N1CCN(S(=O)(=O)c2ccccc2Cl)CC1
  ·, -4, 4
49: Cc1cc(N2CCCN(Cc3ccccc3C)CC2)nc(N)n1
  ·, -6, 7
50: CCOCCCN(CC(=O)N1CCc2sccc2C1c1ccc(Cl)cc1Cl)C(=O)/C=C/c1ccccc1 (centres undefined)
  -4, -3, -1
51: NC(=O)c1cc2c(nc1-c1cccc3[nH]ccc13)CCC2
  ·, -6, -3
52: CCC1=NOC(Cn2cnc(-c3ccccc3)c2-c2ccc(F)cc2OC)C1 (centres undefined)
  -1, -3, -3
53: O=C(c1cccc([N+](=O)[O-])c1)N1CCCC(C(F)(F)F)C1 (centres undefined)
  -5, -4, 0
54: O=C(NC1CCCCC1)N1CCN(c2cccc(Cl)c2)CC1
  -5, -4, 1
55: CC(C)CCN1CC2(CCCN(CCCn3cnnn3)C2)CCC1=O (centres undefined)
  ·, -9, 15
56: CCC(NC(=O)C(=O)Nc1ccc2c(c1)OC(C)(C)O2)c1ccc(OC)cc1 (centres undefined)
  ·, -3, 11
57: O=c1c2ccccc2nc(SCCc2ccccc2)n1Cc1ccco1
  -8, -1, -1
58: O=C(CSc1nnc(Cn2ccc(=O)[nH]c2=O)o1)c1ccc(F)cc1
  0, 4, -1
59: CCN1CCN(S(=O)(=O)c2ccc(OC)c(N3CCN(C(=O)C(F)(F)C(F)F)CC3)c2)CC1
  -8, -9, 4
60: CC1CCCCC1NC(=O)CN(C)c1ccccc1 (centres undefined)
  ·, -9, -10

(list continues)
The line under a structure holds: mcGAS lum, hcGAS inh, NPYLR7 agonist
61: COc1ccc(CCCN(C)S(=O)(=O)c2ccc(F)c(F)c2)cc1OC
  ·, -3, 2
62: CCCC/C=C/c1cc(N2CCN(C)CC2)n2nccc2n1
  2, -1, -10
63: CCCCCCCC(=O)Nc1ccc(-n2nc(OCCOC)nc2-c2ccc(Cl)c(Cl)c2)cc1
  -7, -11, 10
64: O=C(CNS(=O)(=O)c1cccs1)N1C[C@@H]2C3CCC(CC3)[C@@H]2C1
  ·, -5, 4
65: CCc1cc(CN(C)C(=O)C(O)c2ccc(Cl)cc2)on1 (centres undefined)
  ·, -6, 4
66: COc1ccccc1CCC(=O)N1CC[C@@H](N)[C@@H](OC)C1
  ·, -2, 6
67: COc1cc(-c2nc3ccccn3c2NC(C)(C)CC(C)(C)C)ccc1OS(=O)(=O)c1ccc(C(C)(C)C)cc1
  -5, -6, 10
68: CCN1CCN(C(=O)c2ccc(CSc3nnc(-c4ccncc4)n3-c3ccc(OC)cc3)cc2)CC1
  -10, -6, -5
69: CCc1nc2n(n1)C(=O)C(C(c1cccc(C)c1)N1CCN(C)CC1)S2 (centres undefined)
  0, -2, -7
70: N[n+]1cnn(CC(=O)c2ccccc2)c1
  ·, -3, -15
71: CC(c1cccc(CN2CCN(C3CCSCC3)CC2)c1)N(C)C (centres undefined)
  -8, -13, ·
72: Cc1ccc(CCC(=O)N2CCC(Cn3cc(CO)nn3)CC2)cc1C
  ·, -4, 2
73: COc1ccc(CCN(Cc2sccc2C)C(=O)CN(CC(C)C)C(=O)Nc2ccc(C#N)cc2)cc1OC
  -5, -1, -4
74: CC(C)NCC(O)COc1cccc2ccccc12 (centres undefined)
  -6&-3, 0&-6&-11&-3&-2&-11&-2, -2&2&15&-4&1&3
75: CCc1nc2ccccc2n1CCC(=O)N1CCN2C(=O)CNC(=O)C2C1 (centres undefined)
  -15, -5, 3
76: O=C(c1ccco1)N(Cc1nccn1Cc1ccc(Cl)cc1Cl)CC1CCCO1 (centres undefined)
  -2, 4, ·
77: CCCN(Cc1ccc(OC)cc1)C(=O)c1sc(C)nc1CC
  -13, -4, -7
78: CC(C)N(Cc1cnn(C)c1)C(=O)C1CCC(=O)N(Cc2ccccn2)C1 (centres undefined)
  -4, -7, -4
79: Clc1ccc(C2=Nc3nnnn3C(c3cccnc3)C2)cc1 (centres undefined)
  ·, -9&0&0, 7&-22&-3
80: COc1ccc(CN(CCN2CCOCC2)CC(O)COc2ccccc2C)cc1OC (centres undefined)
  -8, -4, ·
81: COC(C(=O)Nc1ccnn1C1CCN(C(=O)c2scnc2C)CC1)c1ccccc1 (centres undefined)
  -6, -10&-9, 5&-3
82: Cc1cccc(-n2c(SCc3c(F)cccc3Cl)nnc2-c2ccc(F)cc2)c1
  -4, -6, -3
83: COc1ccc(N(CCCN2C(=O)c3cccc4cccc(c34)C2=O)C(=O)c2ccc(F)cc2)cc1
  ·, -10, 1
84: Cc1nn(CCC#N)c(C)c1Oc1ccccc1O
  ·, -7, -14
85: Cc1ccc(CCC2CCN(C(=O)C3CCC(=O)N3)CC2)cc1 (centres undefined)
  ·, 1, -22
86: Cc1nc([N+](=O)[O-])c(Br)n1Cc1cc(=O)n2ccccc2n1
  ·, -5, 2
87: COc1ccc(CNc2nnc(SC(C)C(N)=O)s2)cc1 (centres undefined)
  -5, -4, 1
88: COc1cc2nc(CN3CCCCC3c3nccs3)nc(N3CCCCC3)c2cc1OC (centres undefined)
  -9, -4, 23
89: Cc1cc(-n2cnnc2CN2CCN(c3cccc(C)c3C)CC2)n(C)n1
  -11, -9, 8
90: Cc1ccccc1-c1cc(O)c2c(c1)CN(c1cc(C(C)C)ncn1)CCO2
  -1, -2, -5

6 successive records from above, for reference:
The line under a structure holds: mcGAS lum, hcGAS inh, NPYLR7 agonist
70: N[n+]1cnn(CC(=O)c2ccccc2)c1
  ·, -3, -15
71: CC(c1cccc(CN2CCN(C3CCSCC3)CC2)c1)N(C)C (centres undefined)
  -8, -13, ·
72: Cc1ccc(CCC(=O)N2CCC(Cn3cc(CO)nn3)CC2)cc1C
  ·, -4, 2
73: COc1ccc(CCN(Cc2sccc2C)C(=O)CN(CC(C)C)C(=O)Nc2ccc(C#N)cc2)cc1OC
  -5, -1, -4
74: CC(C)NCC(O)COc1cccc2ccccc12 (centres undefined)
  -6&-3, 0&-6&-11&-3&-2&-11&-2, -2&2&15&-4&1&3
75: CCc1nc2ccccc2n1CCC(=O)N1CCN2C(=O)CNC(=O)C2C1 (centres undefined)
  -15, -5, 3

In the list so far, these contain a tert-butyl group.
The line under a structure holds: mcGAS lum, hcGAS inh, NPYLR7 agonist
36: CC(C)C(=O)NCCS(=O)(=O)c1ccc(C(C)(C)C)cc1
  -14, -11, -3
67: COc1cc(-c2nc3ccccn3c2NC(C)(C)CC(C)(C)C)ccc1OS(=O)(=O)c1ccc(C(C)(C)C)cc1
  -5, -6, 10

Additional compounds follow:
The line under a structure holds: mcGAS lum, hcGAS inh, NPYLR7 agonist
91: CC(NC(=O)c1ccc(S(=O)(=O)N2CCOCC2)o1)c1ccc2c(c1)CCC(=O)N2 (centres undefined)
  ·, -5, -2
92: COc1ccc(CN2CCN(Cc3cnn(C)c3)CC2CCO)c(F)c1 (centres undefined)
  ·, 1, -5
93: CCN(CC(=O)Nc1sc2c(c1C(=O)OC)CCCC2)CC(=O)Nc1c(F)cccc1F
  -5, -1, 0
94: CCn1nc(C)c(NC(=O)CN2CCCOc3c(cccc3OC)C2)c1C
  -14, -12, ·
95: CNC(=O)COC(=O)c1cccn1C
  -5, -6, -1
96: CCOc1ncccc1CN1CCC(C(=O)NC2CCCCC2)CC1
  ·, -2, -1
97: CN(C(=O)C1CCCCC1)C1(C)CCS(=O)(=O)C1 (centres undefined)
  ·, -7, 1
98: Cc1cccc(C(=O)Nc2ccccc2C(=O)NC2CC2)n1
  ·, -13, 1
99: COCCn1c(SCC#N)nc2scc(-c3ccccc3Cl)c2c1=O
  ·, -10, -5
100: Cc1nccn1Cc1ccccc1-n1cnnc1
  ·, -4, 12
101: O=c1[nH]nc(SCc2nc(-c3ccc4c(c3)OCO4)no2)n2nc(-c3cccs3)cc12
  0, 0, ·
102: O=C(NCC(O)c1ccccc1)c1ccc(Cl)cc1F (centres undefined)
  ·, 3, 2
103: O=C(Cn1ccn2nc(-c3ccccc3)cc2c1=O)Nc1ccc(Cl)cc1
  -8, -9, 4
104: O=C(COC(=O)CC1CC2CCC1C2)NNC(=O)c1cccs1 (centres undefined)
  ·, 11, -1
105: COc1ccc(CNC(=O)c2c(-c3ccccc3Cl)noc2C)cc1
  -5, -4, -1

Compound activity from PubChem.
